Source: PubChem
NPY-Y1 antag: antagonists of human neuropeptide Y receptor Y1 | P25929 | HEK293-CNG Y1 cells, membrane potential fluorescence; NPY at EC95, then isoproterenol | inhibition, % at 3.6 µM | actives 1% (n = 200,000) | AID 1040;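 active = inhibition above the campaign mean inhibition of all tested compounds plus 3 SD, cut at about 20% in these data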;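 note: 0% = DMSO wells given NPY plus isoproterenol and 100% = isoproterenol alone without NPY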
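Material: HEK293 Y1/CNG channel cell line | Also added: NPY (25 nM), isoproterenol (1 µM), Ro 20-1724 (25 µM) | Compound: One concentration, 3.6 µM, in 0.4% DMSO | Schedule: 3 h dye uptake, 1 h room-temperature compound, 45 min post-isoproterenol | Signal: Membrane-potential fluorescent dye readout | Read-out: % inhibition of NPY effect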
TRPML3 ag: human mucolipin-3 channel agonism. activation, % at 3 µM. Q8TDD5. HEK293 TRPML3-YFP, Fluo-8 calcium fluorescence; 100% = the carbachol control signal. actives 0.29% (n = 220,000);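 active = activation above its plate's cutoff, the mean activation of the plate's test wells plus 3 SD, cut at about 12% in these data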;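 note: 0% = DMSO only wells and 100% = carbachol wells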
Target sequence (Q8TDD5 whole entry, looked up): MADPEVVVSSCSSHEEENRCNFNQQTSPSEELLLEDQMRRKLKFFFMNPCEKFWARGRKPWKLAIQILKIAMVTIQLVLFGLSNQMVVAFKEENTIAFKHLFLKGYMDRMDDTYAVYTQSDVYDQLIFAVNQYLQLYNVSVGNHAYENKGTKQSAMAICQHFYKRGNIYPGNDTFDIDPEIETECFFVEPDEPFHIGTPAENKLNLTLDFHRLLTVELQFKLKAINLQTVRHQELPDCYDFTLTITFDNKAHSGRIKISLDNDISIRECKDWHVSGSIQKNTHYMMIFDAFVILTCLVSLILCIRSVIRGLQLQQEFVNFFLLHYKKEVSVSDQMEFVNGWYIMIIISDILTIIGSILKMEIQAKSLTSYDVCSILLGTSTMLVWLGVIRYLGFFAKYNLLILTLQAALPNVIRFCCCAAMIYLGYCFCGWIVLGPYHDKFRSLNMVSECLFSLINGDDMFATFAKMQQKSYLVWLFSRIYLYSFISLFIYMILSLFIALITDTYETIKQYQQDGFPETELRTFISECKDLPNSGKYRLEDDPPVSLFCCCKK
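Test system: HEK293 cells stably carrying human TRPML3-YFP; Doses: single dose, 3 µM final nominal compound, 0.3% DMSO final; Schedule: dye loading 1 h 37 °C then 30 min ambient, 125 s read; Technique: Fluo-8 calcium fluorescence; Benchmarks: high control carbachol 87 µM, low control DMSO.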
NPY-Y1 PAM-ag: potentiators or agonists of human neuropeptide Y receptor Y1; AID 1304; NPY-Y1 expressing cells, potentiator/agonist activation; actives 0.37% (n = 220,000); activation, % at 3.6 µM; in the data active = activation above about 33%, passing the limit was not always enough;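 note: cells stimulated with NPY at EC10 then isoproterenol at EC100; 0% = low agonist plus stimulus and 100% = saturating agonist plus stimulus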
EP2 modulator: modulates human prostaglandin E2 receptor EP2 signaling; actives 0.83% (n = 260,000); induction, % at 25 µM; EP2-expressing cells, cAMP HTRF FRET, PGE2 co-stimulation; P43116;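 active = compounds whose cAMP rise, as percent of the full-agonist control response, exceeds 60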;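 note: rat C6 glioma line stably carrying human EP2 under a CMV promoter; the protocol text gives 20 µM as final concentration; 100% = response of wells given 1 µM PGE2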
CHOP inh: inhibitors of CHOP induction in ER stress response; CHO-K1 CHOP-promoter luciferase, tunicamycin-induced, 15-18 h; inhibition, % at 10 µM; actives 3.8% (n = 220,000);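 active = compounds that reduced the stress-induced luciferase reporter signal by more than about 70% of percent inhibition, limit read from the data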;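 note: 0% = tunicamycin plus vehicle and 100% = wells without tunicamycin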
TRPN1 ag: activates the zebrafish TRPN1 channel; actives 0.18% (n = 220,000); HEK293 zebrafish TRPN1-YFP, Fluo-8 calcium fluorescence; 100% = response to 87 µM carbachol; activation, % at 3 µM;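 active = activation above its plate's cutoff, the mean activation of test wells on that plate plus 3 SD, cut at about 19% in these data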;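 note: 0% = DMSO alone and 100% = 87 µM carbachol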
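Assay system: Zebrafish TRPN1-YFP in HEK293 cells | Incubation: Dye loading 1 h at 37 °C, then 30 min room temperature | Measured by: Kinetic Fluo-8 fluorescence, ex 470-495, em 515-575 nm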
14-3-3 Bad PPI: disrupts binding of bovine 14-3-3 zeta to phospho-Bad peptide. TR-FRET 14-3-3zeta/Dy647-pBad peptide displacement, 1 h. inhibition, % at 21.7 µM. actives 0.71% (n = 220,000);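 active = inhibition above about 70%, limit read from the data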;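 note: 0% = full 14-3-3 plus peptide FRET controls and 100% = background without 14-3-3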
Target sequence (P63103 whole entry, looked up): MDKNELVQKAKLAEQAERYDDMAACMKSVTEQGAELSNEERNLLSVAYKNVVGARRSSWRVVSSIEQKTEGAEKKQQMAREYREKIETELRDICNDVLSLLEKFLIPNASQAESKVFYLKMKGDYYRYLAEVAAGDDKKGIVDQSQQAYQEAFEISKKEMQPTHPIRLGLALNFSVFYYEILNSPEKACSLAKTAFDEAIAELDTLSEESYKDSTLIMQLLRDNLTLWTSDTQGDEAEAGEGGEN
EP2 antag: blocks the human prostaglandin E2 receptor EP2; P43116; C6 glioma cells expressing human EP2, cAMP TR-FRET; cells stimulated with saturating PGE2; inhibition, % at 25 µM; actives 0.52% (n = 260,000); AID 1422;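 active = percent inhibition above 40 after rounding to a whole number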;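 note: rat C6 glioma host cells with rolipram phosphodiesterase inhibitor present; the protocol text gives 20 µM as final concentration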
PPC-1+TRAIL kill: kills PPC-1 cancer cells in the presence of TRAIL; PPC-1 cells + TRAIL, ATPLite viability luminescence; cell killing (% activity), % at 4 µM; actives 0.41% (n = 220,000); AID 1443;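 active = cell killing above 50% in the first pass at 4 µM, then a duplicate retest at 5 µM averaging 50% or more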;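 note: plate controls were cells with TRAIL plus DMSO for no effect and medium-only wells lacking cells for full effect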
An asterisk follows results filed as active; nt = no result given; & = joins results of further samples; [ ] = dose if it differs, or a comment. Some of the compounds tested; the hit share may differ from the screen's.

SMILES	NPY-Y1 antag	TRPML3 ag	NPY-Y1 PAM-ag	EP2 modulator	CHOP inh	TRPN1 ag	14-3-3 Bad PPI	EP2 antag	PPC-1+TRAIL kill
N#CCCn1cc(CNCc2ccccc2)c(-c2cccc([N+](=O)[O-])c2)n1	-1	0.6	7	-10	11	-0.9	-5	15	30
COC(=O)c1oc2c(c1C)C1(CCC2)SCCS1	6	0.2	-33	7	-13	0.9	-4[fluorescence artefact?]	12	9
CN1CCCC(OC(=O)c2ccc(Cl)cc2)C1 (configuration not stated)	nt	0.8	7	-16	9	0.7	7	8	14
CCn1c(=N)n(CC(=O)C(C)(C)C)c2ccccc21	2	-1.0	-7	-17	4	-1.3	nt	10	19
CC(C)(C)NC(=O)N1CCCN(c2ccc(C(F)(F)F)cn2)CC1	nt	2.4	-4	-3	4	2.3	3	7	0
Cc1ccc2cc(C(c3nnnn3Cc3ccccc3)N3CCc4ccccc43)c(=O)[nH]c2c1C (configuration not stated)	-5	0.1	1	15	32	-0.2	-21[fluorescence artefact?]	6	14
Cc1c(C(=O)Nc2ccc(F)cc2)oc2ccc(S(=O)(=O)N3CCCC3)cc12	4	0.3	-11	-28	18	3.3	5	6	8
CN1/C(=C\C(=O)c2cccs2)Sc2ccccc21	-3	-1.4	17	-9	29	-2.0	5	16	28
COc1cc(/C=N/NC(=O)CCc2c(C)n[nH]c2C)ccc1O	2	1.0	13	-29	9	-0.2	-2	10	12
Cn1cnc2c1c(=O)n(CC(O)CO)c(=O)n2C (configuration not stated)	-8	1.3	-10	33&13	0	0.2	-3	5&24	7
O=C1COc2ccc(-c3csc(NCCc4ccccc4)n3)cc2N1	-6	-0.2	7	-49	36	-2.2	2	19	11
COc1cccc(/C=C2\Oc3cc(OC(=O)N4CCOCC4)ccc3C2=O)c1	nt	1.2	16	-25	-3	2.0	-4	9	5
CCCC(=O)Nc1ccc(C(=O)N/N=C2\CC(=O)CC(C)(C)C2)cc1	4	0.2	7	0	3	0.8	-20	7	13
O=C(c1cc([N+](=O)[O-])ccc1Cl)N1CCN(c2ccccc2)CC1	14	0.2	-15	-66	-13	2.0	0	14	15
O=C(Cn1c(=O)n(Cc2ccc3c(c2)OCO3)c(=O)c2ccccc21)N1CCCc2ccccc21	10	0.0	3	21	52	0.1	-9	9	15
C(=N\Nc1ccccn1)/c1ccc(N2CCOCC2)cc1	-1	1.0	7	-53	-35	0.9	-14	10	10
CCC(=O)NCCn1ccc2ccccc21	8	0.3	-19	2	9	1.3	4[fluorescence artefact?]	8	-11
CC(/C=C/c1ccccc1)NC(N)=O (configuration not stated)	9	0.5	4	-5	-19	0.0	3	3	3
CC(=O)Nc1ccc(/C=N/N2C(=O)NC(C)(c3ccc(OC(F)F)cc3)C2=O)cc1 (configuration not stated)	0	4.4	-4	-86	10	18	-16	14	-10
COCc1cc(S(=O)c2ccc(Cl)cc2)nc(C)n1 (configuration not stated)	-6	0.7	0	-25	1	-0.5	1	7	4
CCCC(=O)Nc1ccccc1N1CCN(C(=O)C(C)C)CC1	1	-1.8	21	2&24	8	-1.4	-7	10&8	6
C=CCNC(=O)COc1ccc(S(=O)(=O)N2CCCC2)cc1	5	0.2	-2	-22&8	29	-0.3	-1	4&10	15
COc1ccccc1/C=C/CN1CCCC(CCC(=O)NCc2ccc(F)c(F)c2)C1 (configuration not stated)	17	-0.7	-4	-12	20	-1.6	-8	8	25
CCOC(=O)C1(Cc2cccc(Cl)c2)CCCN(C(=O)C2CC2)C1 (configuration not stated)	-1	1.0	23	21	-25	-1.5	-16	4	19
COc1ccc(OCCCC(=O)Nc2cccc(SC)c2)cc1	-1	-1.0	7	-7	26	-0.9	14	5	28
CCc1cc2c(SCC(=O)N(C)C3CCS(=O)(=O)C3)ncnc2s1 (configuration not stated)	nt	0.3	-9	-5	0	-0.3	1	5	25
COc1ccc([C@H]2[C@H](C(=O)C(C)(C)C)N3N=Cc4ccccc4C3[C@]23N=C(c2ccccc2)OC3=O)cc1OC (some centres not stated)	15	-1.2	-6	4	-4	-0.7	-1	nt	-8
O=C(NC(=S)Nc1ncccn1)c1ccccc1Cl	2	0.5	5	19	-5	0.2	-14	6	8
CCN(CC)c1ccc(NC(=O)COc2ccccc2C#N)cc1S(=O)(=O)Nc1ccccc1OC	4	0.7	-8	22	-11	2.0	5[fluorescence artefact?]	11	32
CC(=O)Nc1ccc(NC(=O)CNS(=O)(=O)c2ccc(C)cc2)cc1	-2	0.6	-3	-7	4	-0.9	-5	11	7
C[n+]1ccc(C(=O)N/N=C/c2ccco2)cc1	2	0.9	2	17	12	-0.2	-17	11	8
COCCNC(=O)C(c1ccc(C)o1)N(Cc1ccc(F)cc1)C(=O)Cn1nnc2ccccc21 (configuration not stated)	8	-0.2	-4	7	4	0.8	-5	11	23
CC(C)CC(=O)NNC(=S)Nc1ccc(S(N)(=O)=O)cc1	9	0.8	2	23	6	0.1	-8	10	5
O=C(COC(=O)C1(c2cccc(F)c2)CCCC1)NCc1ccc2c(c1)OCO2	-3	-0.2	-11	26	41	-1.2	3[fluorescence artefact?]	5	4
O=C(c1nc2ccccc2s1)N1CCN(c2ccccn2)CC1	7	0.5	-49	-15	-17	0.9	-2	10	-32
O=C(Oc1ccc(OC(=O)N2CCCCC2)cc1)c1ccccc1	-5	0.1	-9	0	50	0.5	-16	8	31
COc1ccc(N2CCN(C(=O)c3cc(-c4cccs4)nc4ccccc34)CC2)cc1	-2	1.0	-18	3	36	2.3	-6	8	15
CC(Cc1cccs1)NC(=O)c1cccc(Cl)c1 (configuration not stated)	5	0.3	3	12	30	1.8	-10	7	29
COc1ccc(Cl)cc1N(CC(=O)N1CCCCC1)S(C)(=O)=O	-3	57*	0	-16	-7	1.4	5	5	7
CCN(CC)c1ccc(/C=C(/C#N)c2nc3ccccc3[nH]2)c(OC(C)C)c1	1	15*	40	-30	-3	24*	-6[fluorescence artefact?]	7	10
Cc1ccc(-c2cc(-c3nnc(SCC(=O)N(C)CCC#N)n3N)c3ccccc3n2)cc1	0	-0.4	-6	2	13	-1.1	-8[fluorescence artefact?]	5	15
Cc1ccc(NCc2nnc(SCC(N)=O)o2)c(C)c1	-5	0.9	9	17	-3	1.5	-11	8	-17
CC(C)(C)NC(=O)Cn1c(SCC(=O)NCc2cccs2)nc2ccccc21	2	-1.0	-2	0	15	0.1	-8	6	-11
CCS(=O)(=O)Nc1cccc(C2=NN(C(C)=O)C(c3cccs3)C2)c1 (configuration not stated)	-2	0.6	4	-14	5	1.5	2	9	0
COc1cc(NC(=O)CN2c3cccc4cccc(c34)S2(=O)=O)cc(OC)c1OC	0	0.1	6	-12	3	0.5	5	11	-6
O=C(/C=C1\NC2(CCCC2)Cc2ccccc21)C(=O)N/N=C/c1ccc(O)c(O)c1	0	0.3	29	-26	54	0.1	5	21	22
CCOC(=O)c1cc(C#N)c(C)nc1N(CC)CC	nt	0.2	3	21	1	-1.9	3	2	-5
COc1cc(C(=O)OCCN2CCCCC2)ccc1O	-5	1.1	18	13	11	-0.2	0	16	-1
COc1ccc(C(C(=O)NC(C)(C)C)N(C(=O)Cn2nnc3ccccc32)c2cccc(C(C)=O)c2)cc1O (configuration not stated)	nt	0.6	17	4	11	-0.3	-3	5	10
CCOc1ccc2nc(NC(=O)CSc3nnnn3C3CCCCC3)sc2c1	4	-0.6	-36	-2	107*	-0.4	1	10	16
CCn1c(COc2ccc3c(c2)OCO3)nnc1SCC(=O)O	4	1.2	-36	8	-7	2.5	45	3	10
Cc1cc(C)c(S(=O)(=O)N2CCC(C(N)=O)CC2)cc1C	-2	1.4	9	0	4	1.1	0	4	-16
COc1cccc(-c2csc(N3CCN(C(=O)Nc4ccc(Cl)cc4)CC3)n2)c1	-4	1.6	9	-62	7	0.4	-4	6	34
CCOC(=O)N1CCN(Cc2ccccc2F)CC1	3	-0.1	-2	14	29	-0.6	54	5	-4
Cc1ccccc1-n1nc(C)c2c(C(=O)NN)cc(-c3ccncc3)nc21	1	0.2	5	25	-7	0.4	-9	7	38
O=C1c2ccc(Oc3cccc([N+](=O)[O-])c3)cc2C(=O)N1c1ccccn1	4	1.1	12	-42	10	0.6	-13	0	6
CCOC(=O)C1(CC2CCCCO2)CCN(C(=O)Nc2ccc(C(=O)OC)cc2)CC1 (configuration not stated)	16	1.1	3	-31	3	1.0	-7	8	-14
Nn1c(Cc2cccc3ccccc23)nnc1SCc1c(Cl)cccc1Cl	2	-1.3	-29	-33	35	-1.9	-2	-1	8
CCN1C(=O)N/C(=C/c2cc(C)n(Cc3ccccc3)c2C)C1=O	-3	0.9	17	-24	22	0.0	-8[fluorescence artefact?]	5	33
CCCn1c(SCC(=O)N2CCN(c3ccccc3)CC2)nc2ccccc2c1=O	21*	-0.8	-28	-30	23	-2.1	-2	11	16

Sorted by length of the SMILES (low to high): 4 of the compounds above
SMILES	NPY-Y1 antag	TRPML3 ag	NPY-Y1 PAM-ag	EP2 modulator	CHOP inh	TRPN1 ag	14-3-3 Bad PPI	EP2 antag	PPC-1+TRAIL kill
CCCC(=O)Nc1ccccc1N1CCN(C(=O)C(C)C)CC1	1	-1.8	21	2&24	8	-1.4	-7	10&8	6
O=C1COc2ccc(-c3csc(NCCc4ccccc4)n3)cc2N1	-6	-0.2	7	-49	36	-2.2	2	19	11
Cc1cc(C)c(S(=O)(=O)N2CCC(C(N)=O)CC2)cc1C	-2	1.4	9	0	4	1.1	0	4	-16
CCOC(=O)C1(Cc2cccc(Cl)c2)CCCN(C(=O)C2CC2)C1 (configuration not stated)	-1	1.0	23	21	-25	-1.5	-16	4	19

Other results.
SMILES	NPY-Y1 antag	TRPML3 ag	NPY-Y1 PAM-ag	EP2 modulator	CHOP inh	TRPN1 ag	14-3-3 Bad PPI	EP2 antag	PPC-1+TRAIL kill
OCCCCNCc1cc(Br)ccc1OCc1ccccc1	8	1.8	-36	53	5	0.1	-7	4	-1
COc1ccc(Cc2nc3ccc(S(N)(=O)=O)cc3[nH]2)cc1OC	-2	0.7	11	31	8	1.0	0	18	26
Cc1c(C)c2ccc(OCc3ccc(C(=O)O)o3)c(C)c2oc1=O	8	-0.3	-16	34	11	-0.2	29	11	-6
COc1ccc(OC)c(-c2nc(CN3CCCCC3c3cccnc3)c(C)o2)c1 (configuration not stated)	3	-0.1	13	-14	0	-1.4	-8	5	-7
COc1ccc(NC(=O)c2sc3nc(-c4cccnc4)ccc3c2N)cc1	nt	1.8	16	-4	43	4.4	40	9	7
CCC(=O)NC1(C(F)(F)F)C(=O)Nc2c1c(=O)[nH]c(=O)n2Cc1ccco1 (configuration not stated)	0	0.9	4	15	29	0.5	8	8	13
